RAM network inh: inhibitors of the yeast RAM network, primary screen, dse1pr::URA3 reporter, 5-FOA selection; S. cerevisiae dse1pr::URA3 reporter, 5-FOA growth OD615, 2 d; analog-sensitive cbk1-as2 kinase mutant strain; 1.8% of 190,000 active; inhibition, % at 50 µM;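 active = inhibition above a set limit, 3 SD over mean compound inhibition, cut at about 8.4% in these data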;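 also: 0% = DMSO-only wells with no growth and 100% = 10 µM 1-NA-PP1 full growth; inhibition rescues growth on 5-FOA so higher OD means more RAM inhibition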
Redox H2O2 prof: compounds producing H2O2 with reducing agent – biochemical, NIH compound library profiling, artefact control for MLSCN library redox annotation, primary screen; DTT-dependent redox cycling H2O2, phenol red/HRP absorbance; 100% = 100 µM peroxide control, 0% = buffer; activation, % at 10 µM; 0.03% of 200,000 active;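 active = activation of at least 50% relative to the plate's high and low controls in the primary single-dose screen; inactive = activation below 50%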;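 also: compound incubated with DTT at 0.8 mM final as the reducing agent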
G6PDH counter: L. mesenteroides G6PDH inhibitors, counter-screen for G6PDH-coupled screening assays, biochemical, Leuconostoc mesenteroides enzyme. Purified L. mesenteroides G6PDH, diaphorase/resazurin coupled fluorescence, 45 min. inhibition, % at 5 µM. 0.12% of 200,000 active. AID 1020, 2008
Hsp70 act: Hsp70 transcriptional activators, primary screen, cell-based, HeLa, Hsp70 promoter luciferase, luminescence, 10 µM | HeLa Hsp70 promoter luciferase reporter; scaled: vehicle 0, proteasome-inhibitor control 100% | activation, % at 10 µM | 0.04% of 200,000 active;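 active = activation above the mean across all tested compounds plus 3 SD, cutoff set per campaign, cut at about 5.5% in these data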;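 also: 100% = MG132 at 30 µM as the positive control and 0% = DMSO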
Diaphorase inh: diaphorase inhibitors and chemical oxidizers, primary screen, counter-screen for diaphorase-coupled primary assays, biochemical, uHTS, resorufin fluorescence. diaphorase resazurin-to-resorufin fluorescence, NADH, 16 min; bacterial (C. kluyveri) enzyme, not human. inhibition, % at 20 µM. 0.69% of 190,000 active;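 active = primary screen inhibition at 20 µM above a set limit, cut at about 50% in these data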;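 also: plate controls were DMSO with full reaction for no effect and wells lacking NADH for full effect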
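Test system: bacterial diaphorase enzyme (C. kluyveri); Quantity: 0.14 U/mL diaphorase, enzyme working solution; Times: reaction incubation of 16 min at room temperature; Measured by: fluorescence of resorufin formed from resazurin, Ex 544/Em 590 nm; Benchmarks: positive control minus NADH, DMSO neutral control.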
PMI act hi M6P: human PMI activators, high substrate, primary screen, biochemical, fluorescence intensity, near-saturating mannose 6-phosphate; coupled PMI enzyme assay, resazurin fluorescence, 20 min; hits give high values; 1 = untreated enzyme, 0 = substrate-free blank; activation factor at 20 µM; 0.34% of 190,000 active; AID 1216, 2008;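 active = activation factor of 2 or more at 20 µM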
Target sequence (P34949 whole entry, looked up): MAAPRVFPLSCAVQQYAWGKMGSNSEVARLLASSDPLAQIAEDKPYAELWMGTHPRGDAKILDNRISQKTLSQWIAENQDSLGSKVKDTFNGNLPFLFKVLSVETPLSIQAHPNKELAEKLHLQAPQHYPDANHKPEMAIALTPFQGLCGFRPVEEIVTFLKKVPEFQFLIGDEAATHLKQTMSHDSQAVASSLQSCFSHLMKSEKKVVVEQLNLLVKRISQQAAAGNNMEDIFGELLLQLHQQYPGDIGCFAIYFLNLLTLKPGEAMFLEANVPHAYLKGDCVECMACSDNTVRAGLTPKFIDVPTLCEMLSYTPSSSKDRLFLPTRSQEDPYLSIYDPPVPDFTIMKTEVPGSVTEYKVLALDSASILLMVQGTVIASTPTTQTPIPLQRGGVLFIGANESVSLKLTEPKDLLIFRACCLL
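test system = human PMI in coupled enzyme assay | medium = HEPES-buffered pH 7.4 with magnesium and detergent | also added = 1.0 mM mannose-6-phosphate substrate with 0.22 mM NADP+ | compound = 20 µM single dose | times = 20 min incubation at room temperature | measured by = resorufin fluorescence (Ex 544/Em 590 nm) from resazurin via diaphorase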
S1P3 antagonist: S1P3 receptor antagonists, primary screen, cell-based; Sphingosine 1-phosphate receptor 3 (Homo sapiens), Q99500; CHO S1P3 NFAT-BLA reporter, FRET fluorescence, antagonist mode; inhibition, % at 4.98 µM; 0.27% of 170,000 active; AID 485, 2006;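 active = inhibition above the plate cutoff, the mean inhibition of test wells on that plate plus 3 SD, cut at about 28% in these data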;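 also: cells challenged with S1P at its EC80 of 0.8 µM; blue over green emission ratio from cleaved BLA substrate after 4 h stimulation; 0% = S1P-stimulated wells and 100% = unstimulated DMSO-only wells; some compounds past the cut are filed as inactive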
Target sequence (Q99500 whole entry, looked up): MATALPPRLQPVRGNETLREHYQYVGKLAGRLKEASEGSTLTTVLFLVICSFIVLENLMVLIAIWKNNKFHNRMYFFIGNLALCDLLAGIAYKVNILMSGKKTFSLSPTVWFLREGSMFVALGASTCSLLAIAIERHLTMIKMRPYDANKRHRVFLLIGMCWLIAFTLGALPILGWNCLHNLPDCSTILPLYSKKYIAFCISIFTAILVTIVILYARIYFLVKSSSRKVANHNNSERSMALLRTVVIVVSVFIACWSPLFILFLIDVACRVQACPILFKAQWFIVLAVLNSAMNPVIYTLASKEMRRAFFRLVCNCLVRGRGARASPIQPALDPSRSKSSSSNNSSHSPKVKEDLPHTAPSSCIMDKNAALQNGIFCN
Diaph act CS: compounds boosting diaphorase resazurin reduction – biochemical, uHTS, resorufin fluorescence, counter-screen for diaphorase-coupled primary assays, primary screen. Diaphorase/resazurin coupled assay, 16 min; hits give high values; 1 = vehicle wells, 0 = NADH-free wells. activation factor at 20 µM. 0.005% of 190,000 active;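 active = diaphorase activity raised at least twofold by the compound at 20 µM; inactive = activation factor below 2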
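test system = bacterial diaphorase enzyme (C. kluyveri) | quantity = enzyme 0.07 U/mL final | reagent = NADH substrate 0.114 mM plus resazurin dye 0.1 mM, final | incubation = 16 min enzyme reaction, ambient temperature | buffer or medium = HEPES pH 7.4 buffer with MgCl2 and Tween 20 | signal = fluorescence of resorufin, 544 nm excitation, 590 nm emission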
PMI activator: activators of human PMI, primary screen, biochemical, fluorescence intensity, near-Km mannose 6-phosphate; Mannose-6-phosphate isomerase (Homo sapiens), P34949; purified human PMI, coupled resazurin fluorescence, 20 min; hits give high values; 1 = vehicle control, 0 substrate-free wells; activation factor at 20 µM; 0.005% of 190,000 active;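 active = activation factor of 2 or more at 20 µM, relative to plate controls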
Lmaj promast: Leishmania major promastigote growth inhibition, primary screen. 9% of 200,000 active. AID 1063, 2008. Leishmania major promastigotes, resazurin fluorescence viability. inhibition, % at 10 µM;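 also: promastigotes grown with compound for 44 hours at 28 °C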
TLR4 MyD88 comp: inhibitors of TLR4-MyD88 association in cells, primary screen, cell-based, HeLa CL3-4, BLA complementation, FRET ratio; Toll-like receptor 4 (Homo sapiens) + Myeloid differentiation primary response protein …; HeLa CL3-4 TLR4/MyD88 BLA complementation; inhibition, % at 8.4 µM; 0.18% of 200,000 active; AID 861, 2007; in the data active = inhibition above about 25%;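 also: 0% = vehicle and 100% = reference inhibitor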
* = called active by the depositor; nt = no result given. Rule as the data show it, unless noted: active = inhibition above about 50%; inactive = the rest. This is a random part of the collection; any-hit rate near 12%.

smiles	RAM network inh	Redox H2O2 prof	G6PDH counter	Hsp70 act	Diaphorase inh	PMI act hi M6P	S1P3 antagonist	Diaph act CS	PMI activator	Lmaj promast	TLR4 MyD88 comp
CSc1nc2ccc(S(=O)(=O)N3CCc4ccccc43)cc2s1	3.2	3.5	-1	-0.4	21	0.9	39	0.8	0.8	0	-9
O=C(c1ccccc1)N1CCC(c2nc(-c3ccc(S(=O)(=O)N4CCOCC4)cc3)no2)CC1	-0.2	-5.5	7	0.0	13	1	nt	0.9	1	-1	2
O=C(c1ccccc1Br)N1CCC(c2nc3ccccc3s2)CC1	1.4	-1.0	10	-0.1	17	1.1	-12	0.8	0.9	3	-13
O=C(c1cc2nc(-c3cccs3)cc(C(F)(F)F)n2n1)N1CCCc2ccccc21	6.3	-5.1	4	-0.1	7	0.9	nt	0.9	0.9	21	9
Cc1ccc(S(=O)(=O)C2CCCCC2=O)cc1 (stereo unspecified)	0.4	-0.2	1	-0.1	-10	1.1	1	1.1	1.1	-10	3
O=C(Nc1ccncc1)c1cc2ccccc2o1	0.8	2.5	5	2.0	8	1	-11	0.9	0.9	6	-14
COc1ccc(C2C(C(C)=O)=C(O)C(=O)N2c2cccnc2)c(OC)c1 (stereo unspecified)	0.3	2.2	8	-0.1	0	1	-33	1	1	1	-8
COc1ccc(NC(=O)c2cccc(S(=O)(=O)N(C)c3ccccc3)c2)cn1	-0.4	-0.1	13	0.1	13	0.9	-2	0.9	0.8	72*	0
CNC(=S)Nc1ccccc1-c1ccccc1	0.1	0.0	10	-0.4	11	1	-8	0.9	1.1	-5	-6
C=CCOC(=O)C1=C(C)OC(N)=C(C#N)C1c1ccccc1F (stereo unspecified)	1.1	-0.3	9	-0.1	14	0.9	6	0.9	0.8	8	12
COc1ccc(OC)c(NS(=O)(=O)c2ccc(NC(=O)c3ccc(NS(C)(=O)=O)cc3)cc2)c1	2.3	0.0	-1	-0.2	15	1	-10	0.9	1	-3	1
COc1ccc(/C(CC2OC(=O)c3ccccc32)=N\NC(N)=O)cc1 (stereo unspecified)	0.6	0.0	4	-0.2	6	1	-7	0.9	1	-9	3
CCOC(=O)c1ccn(-c2nc(-c3ccco3)cc(C(F)(F)F)n2)n1	-0.9	-0.1	-28	-0.3	12	1	-5	0.9	1	-6	10
CNC(=O)c1cc2c(=O)n3cc(C)ccc3nc2n(C(C)C)c1=N	1.6	-0.4	9	-0.4	-5	1	-14	1.1	1	44	-15
CCOC(=O)CC(=O)CSc1nc(C)nc2c1oc1ccccc12	0.9	0.8	0	-0.2	-6	1.1	-51	1.1	1	-7	-6
O=C(Nc1ccc2c(c1)OCO2)c1nn(-c2ccccc2)c(=O)c2ccccc12	4.5	1.5	-31	0.1	17	0.9	nt	0.8	0.8	10	-2
O=C1N(CN2CCN(Cc3ccccc3)CC2)c2ccccc2C12OCCCO2	0.6	0.3	5	-0.3	16	0.9	-2	0.8	0.9	0	8
O=C(NCc1ccco1)c1cc2ccccc2c(=O)o1	0.5	-0.1	8	-0.2	15	1	-5	0.9	0.9	3	-30
O=C(Oc1ccc(-n2cnnn2)cc1)c1ccccc1	0.5	-0.1	11	-0.3	-6	1	-6	1.1	1	-4	-9
CCCCNC1CCS(=O)(=O)C1 (stereo unspecified)	1.6	-0.3	14	-0.5	-5	1.1	nt	1.1	1	-4	-5
COc1cccc(-c2cc(C(=O)NCCc3ccccc3)no2)c1	2.8	0.3	0	0.4	18	1	nt	0.8	1	-3	-1
CN(C)/C=N/c1c(C#N)cnn1-c1ncnc2sc(-c3ccccc3)cc12	3.8	-1.5	-2	-0.3	18	1	17	0.8	1	24	-12
C=CCN(CC=C)C(=S)NC(=O)/C=C/c1ccc(C)cc1	-0.7	-0.1	8	-0.4	1	1	-8	1	1	-9	-1
COc1ccc(C[C@@H]2CN3C(=NC[C@@H]3C)N2CCNC(=O)c2ccc(C)c(Br)c2)cc1	-1.0	-0.4	8	-0.2	28	0.9	-9	0.7	0.9	11	-5
CCN(CC)S(=O)(=O)c1cc(C(=O)Nc2ccncc2)ccc1Cl	2.2	-0.8	2	-0.2	8	1	2	0.9	1	20	-2
Nc1ncnc(Sc2ccc(Cl)cc2)c1[N+](=O)[O-]	2.7	0.5	4	-0.5	10	1	3	0.9	1	67*	0
CCOC(=O)CC(NC(=O)Cn1nnc(-c2ccccc2)n1)c1ccc(OC)cc1 (stereo unspecified)	0.6	-1.2	6	0.1	15	1	-15	0.8	1	12	-3
COc1cccc(/C=N/NC(=O)c2[nH]nc3c2CCc2ccccc2-3)c1O	7.8	1.0	-13	-0.4	16	1	8	0.8	0.9	98*	-7
CCOC(=O)CN1C(=O)C(CC)Oc2ccc(Cl)cc21 (stereo unspecified)	0.1	-0.9	4	-0.4	11	1	nt	0.9	0.9	-2	-4
O=[N+]([O-])c1ccc(COc2ccc(-c3[nH]ncc3-c3ccc(Cl)cc3)c(O)c2)cc1	1.0	0.6	-20	-0.2	0	1.2	-3	1	1.1	73*	-7
CC(=O)Nc1ccc(S(=O)(=O)N2CCSC2c2ccccc2Cl)cc1 (stereo unspecified)	1.2	0.3	6	-0.3	14	1	-45	0.9	1.1	64*	1
O=C(NCCCN1CCOCC1)c1cc(C(=O)C2CC2)c[nH]1	3.8	3.5	1	-0.1	4	1	nt	1	1.1	-5	-7
CN(C)c1ccc(Cl)cc1N	0.3	0.7	2	-0.2	43	0.5	4	0.6	1	2	-5
O=C(NCc1ccc2[nH]c3c(c2c1)CCCC3)N1CCOCC1	1.2	-0.6	31	-0.3	34	0.7	11	0.7	0.6	6	-1
COC(=O)CSc1nc2c(c(-c3ccc(O)cc3)c1C#N)CCCC2	0.9	-0.8	8	0.0	19	0.9	2	0.8	0.9	11	-7
CCOc1ccccc1NC(=O)N1C2CCCC1CC(NC(=O)C1CC1)C2 (stereo unspecified)	0.0	2.2	-9	-0.2	7	1.1	-23	0.9	1	-3	21
COc1ccc(NC(=O)c2cc3c(Cl)nc4ccccc4c3s2)c(OC)c1	1.1	-0.1	-16	-0.3	0	1	-6	1	0.9	0	10
COC(C(=O)Nc1ccc(C(C)=O)cc1)c1ccccc1 (stereo unspecified)	-0.4	-0.4	2	-0.3	7	1.1	-2	0.9	1	-5	-16
CNC(=O)C1CCC(=O)N1Cc1ccc(C)cc1 (stereo unspecified)	0.4	0.3	-14	0.1	15	1	-11	0.8	0.9	-3	-9
Cc1ccc2nc(-c3ccc(N4C(=N)SC5CS(=O)(=O)CC54)cc3)sc2c1 (stereo unspecified)	1.0	0.1	-20	0.0	-5	1	-22	1	0.9	-2	-5
CCCOC(=O)c1ccc(N2C(=O)c3ccccc3C2=O)cc1	1.4	0.2	0	-0.3	0	0.9	11	1	1	-6	-7
O=C(NCc1cccnc1)c1ccccc1-c1nc(-c2ccccc2)no1	1.4	-2.2	16	0.2	14	0.9	-5	0.9	1	7	3
Cc1cc2ncn(C(=O)N3CCOCC3)c2cc1C	0.7	0.8	-7	-0.2	20	0.9	15	0.8	0.9	-7	-5
COc1ccc(Br)cc1/C=C/C(=O)NC(=S)Nc1ccc(Cl)c(C(=O)O)c1	2.5	0.7	15	-0.1	34	1	5	0.7	1.1	8	-17
Cc1cccc(C)c1NC1=C(Cl)C(=O)OC1OC(=O)c1ccccc1 (stereo unspecified)	4.1	-0.1	3	0.0	16	0.8	-12	0.8	0.9	4	9
CC1CCc2nc(NC(=O)CCSc3ccccc3)sc2C1 (stereo unspecified)	4.5	-1.2	-11	-0.1	-11	1	nt	1.1	0.9	-10	8
Cc1cc(-c2nnc(SCC(=O)NC3CCCC3)o2)no1	0.9	2.0	7	-0.2	23	1	-6	0.8	1	-8	-22
CN(C)CCCN1C(=O)C2CCc3[nH]c4ccccc4c3C2C1=O (stereo unspecified)	1.6	-0.3	25	-0.2	13	0.8	-12	0.9	0.9	-5	-7

Compound activity deposited in PubChem by several laboratories.
